# mIAP inh – blocks mouse intestinal alkaline phosphatase; inhibition, % at 10 µM; 330,000 compounds, 0.2% hits; purified mouse IAP, CDP-Star luminescence, 30 min; AID 2806;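 active = inhibition of at least 40% at 10 µM in the primary screen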;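 also: plate controls were DMSO with enzyme for no effect and no enzyme wells for full effect; values of inactives mirror those of a sister screen read the other way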
# A3A deaminase – human APOBEC3A DNA deaminase inhibition | inhibition, % at 20 µM | 330,000 compounds, 0.41% hits | recombinant A3A, FAM/TAMRA ssDNA deamination fluorescence | P31941;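 active = at least 40% inhibition at 20 µM here, with at most 30% in a related deaminase screen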;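 also: plate controls were A3A with DMSO for no effect and wells lacking A3A enzyme for full effect; some results filed as inactive read as strong as hits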
# APOBEC3G inh – APOBEC3G (human) deaminase inhibition. Q9HC16. recombinant A3G, ssDNA deamination FAM/TAMRA fluorescence. inhibition, % at 20 µM. 330,000 compounds, 0.28% hits. AID 493012;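 active = inhibition of at least 40% at 20 µM, with no more than 30% in the related APOBEC3A deaminase screen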;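 also: plate controls were DMSO wells with A3G for no effect and wells lacking A3G enzyme for full effect; some compounds called inactive have numbers as strong as hits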
# Target sequence (Q9HC16 whole entry, looked up): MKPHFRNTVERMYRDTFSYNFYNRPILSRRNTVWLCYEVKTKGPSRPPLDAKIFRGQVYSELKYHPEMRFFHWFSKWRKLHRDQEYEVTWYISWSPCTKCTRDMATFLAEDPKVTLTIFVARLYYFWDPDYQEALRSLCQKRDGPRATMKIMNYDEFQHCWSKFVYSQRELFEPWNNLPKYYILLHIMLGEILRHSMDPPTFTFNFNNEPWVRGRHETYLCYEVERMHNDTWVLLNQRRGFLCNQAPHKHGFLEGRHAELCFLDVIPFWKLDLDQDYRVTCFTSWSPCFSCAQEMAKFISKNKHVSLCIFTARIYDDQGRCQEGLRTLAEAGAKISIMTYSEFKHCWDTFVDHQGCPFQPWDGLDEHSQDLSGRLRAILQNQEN
# NR3A LBD binder – modulators (binders) of human NR3A ligand-binding domain | NR3A LBD differential scanning fluorimetry, Tm shift; 0% = protein alone, 100% = glycine-bound protein | 340,000 compounds, 2.5% hits | Tm shift relative to glycine control, % at 25 µM;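 active = melting temperature shift of at least 10% of the positive control shift, at one fixed dose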
# mIAP activ – mouse IAP activation | muIAP, CDP-Star luminescence, 30 min; stronger effect = higher value; 1 = vehicle-only enzyme signal, 0 = enzyme-free wells | activation factor at 10 µM | 330,000 compounds, 0.24% hits | AID 2805;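 active = activation factor of at least 2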; also: the source names both 10 and 20 µM as test concentration; values of inactives mirror those of a sister screen read the other way
#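 System: Mouse IAP enzyme | Also added: CDP-Star substrate | Dosing: Compounds dispensed in DMSO | Schedule: 30 min enzyme-substrate-compound incubation at room temperature | Technique: Chemiluminescence readout | Control set: DMSO-only wells and no-enzyme negative control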
# MPTP block – inhibitors of mitochondrial permeability transition pore. isolated mouse mitochondria, Ca2+ swelling absorbance, 30 min. inhibition, % at 10 µM. 360,000 compounds, 1.4% hits. AID 602449;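 active = inhibition of 50% or more, scaled per plate between neutral and stimulator controls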;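 also: 0% = DMSO wells given calcium and 100% = 1 mM EGTA wells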
# hIAP block – blocks human intestinal alkaline phosphatase. inhibition, % at 10 µM. 330,000 compounds, 0.12% hits. AID 2544. purified IAP, CDP-Star luminescence, 30 min. P09923;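 active = inhibition reaching a set limit with compound at 10 µM in the primary screen, cut at about 35% in these data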;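 also: plate controls were DMSO wells with enzyme for no effect and no-enzyme buffer wells for full effect; values of inactives mirror those of a sister screen read the other way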
# Target sequence (P09923 whole entry, looked up): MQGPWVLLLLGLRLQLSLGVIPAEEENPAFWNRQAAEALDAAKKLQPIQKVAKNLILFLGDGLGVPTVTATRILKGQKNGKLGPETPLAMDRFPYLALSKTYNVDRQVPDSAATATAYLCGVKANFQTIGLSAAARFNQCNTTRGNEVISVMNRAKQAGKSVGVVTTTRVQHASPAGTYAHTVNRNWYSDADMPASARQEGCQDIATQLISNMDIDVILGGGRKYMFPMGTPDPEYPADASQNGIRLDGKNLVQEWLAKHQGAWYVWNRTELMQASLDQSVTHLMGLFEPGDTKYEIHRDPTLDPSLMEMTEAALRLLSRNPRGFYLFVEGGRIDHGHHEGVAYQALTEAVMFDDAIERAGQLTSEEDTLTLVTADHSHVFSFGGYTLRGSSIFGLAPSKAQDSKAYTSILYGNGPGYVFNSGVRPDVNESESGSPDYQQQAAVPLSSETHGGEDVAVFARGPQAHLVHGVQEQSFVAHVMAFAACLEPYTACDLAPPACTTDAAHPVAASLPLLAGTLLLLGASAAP
# beta cell repl – inducers of beta-cell replication in MIN6 cells. MIN6 cells proliferation, ATPlite luminescence, 48 h; cells starved in 0.2% serum; 100% = growth in 10% serum. proliferation, % at 10 µM. 330,000 compounds, 0.29% hits;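 active = compounds whose signal lies at least 3.5 SD above the mean of all wells on their plate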;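 also: 0% = DMSO-treated cells in low-serum medium and 100% = 10% serum control; some compounds called inactive have numbers as strong as hits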
# hIAP activ – increases human intestinal alkaline phosphatase activity. purified human IAP, CDP-Star luminescence, 30 min; stronger effect = higher value; 1 = vehicle-only enzyme, 0 = enzyme-free background. activation factor at 10 µM. P09923. 330,000 compounds, 0.16% hits;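 active = activation factor of the enzyme at least 2-fold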; also: the source names both 10 and 20 µM as test concentration; values of inactives mirror those of a sister screen read the other way
# The depositor's hits bear a star; . = no result given.
# Fields – NR3A LBD binder	hIAP block	A3A deaminase	APOBEC3G inh	mIAP inh	hIAP activ	beta cell repl	MPTP block	mIAP activ
Cc1ccc(S(=O)(=O)N(C)C)cc1NC(=O)c1cc(S(=O)(=O)N2CCCCC2)ccc1N1CCOCC1
    0	-8	2	-7	5	1.1	-4	0.6	0.95
O=C1c2ccccc2S(=O)(=O)c2cc(C(=O)N3CCC(C(=O)N4CCCCC4)CC3)ccc21
    -2	-6	0	-4	-5	1.1	2	.	1
CC(C)(C)N(Cc1ccccc1)C(=O)COC(=O)c1ccc(N2CCCC2=O)cc1
    2	-2	-4	-9	-3	1	-3	0.9	1
NS(=O)(=O)c1cccc(NC(=O)CSc2nc3ccccc3c(=O)n2CCCN2CCOCC2)c1
    1	3	-1	-5	-6	0.97	0	0.2	1.1
CCCCOP(=O)(c1ccc(N(C)C)cc1)C(O)c1ccc(OC)cc1 (stereo unspecified)
    2	-2	-3	-1	-1	1	0	0.1	1
CCN(CC)C(=O)N1c2ccccc2CC(N(CC)CC)c2ccccc21 (stereo unspecified)
    1	-12	0	1	4	1.1	-4	-4.9	0.96
O=S(=O)(c1ccc(Br)s1)N1CCN(c2ccccn2)CC1
    8	4	-3	-8	3	0.96	2	0.0	0.97
NNC(=O)CSCc1ccc(Cl)cc1Cl
    -1	-28	-3	-7	-1	1.3	-1	-0.3	1
CCOC(=O)C1CCN(C(=O)Nc2ccc(OCc3ccccc3)cc2)CC1
    -1	7	-3	-6	-3	0.93	3	2.2	1
COc1ccccc1N(CC(=O)NCc1ccco1)S(=O)(=O)c1ccc(C)cc1
    -2	-3	77	44	4	1	1	-0.7	0.96
Cc1ccccc1SCC(=O)NCC(c1ccc(F)cc1)N1CCOCC1 (stereo unspecified)
    1	-4	-3	-4	-15	1	-3	0.6	1.2
Cc1cc(Oc2ccccc2)nc(-c2ccccc2O)n1
    2	-1	2	-1	5	1	-6	3.5	0.95
CC(C)c1nc(SCC(=O)Nc2cccc3ccccc23)n[nH]1
    1	6	-3	-8	7	0.94	-3	-0.4	0.93
COc1ccc(/C=C/C(=O)c2ccc[nH]2)cc1OC
    -2	17	-1	-2	5	0.83	1	1.1	0.95
O=S(=O)(NC1CCCC1)c1ccc(Br)s1
    2	24	-5	-9	-3	0.76	1	0.9	1
CC1(C)CC(=O)C/C(=N/NC(=O)C2CCN(S(=O)(=O)c3cccs3)CC2)C1
    -3	-22	-3	-2	9	1.2	9.3*	0.2	0.91
O=C(COC(=O)/C=C/c1cccc(C(F)(F)F)c1)NCc1cccs1
    -1	-20	-1	7	-10	1.2	-7	0.3	1.1
CCCc1cc(=O)[nH]c(SCC(=O)N2CCc3cc(OC)c(OC)cc3C2)n1
    -1	6	1	-7	-2	0.94	-2	-1.0	1
CC(=O)c1cccc(N2C(=O)Nc3ccccc3N2O)c1
    1	9	-1	-2	8	0.91	-1	1.6	0.92
CC1CCN(CCOCCOc2ccccc2Br)CC1
    0	12	-3	-6	2	0.88	3	0.4	0.98
O=C(COC(=O)CC1CCCC1)Nc1cccc(F)c1
    1	1	-2	-8	-2	0.99	-3	3.8	1
O=C(COc1cccc(-n2cnnn2)c1)NCCC1=CCCCC1
    -4	1	2	2	-1	0.99	-3	0.0	1
O=c1nc2n(c3ncccc13)CCCCC2
    -4	10	4	-2	2	0.9	-2	0.2	0.98
CCc1ccccc1NC(=O)NCc1ccc2c(c1)OCO2
    0	-16	-3	-7	-8	1.2	-4	-2.2	1.1
COc1ccc(N2CCN(C(=O)C3(C)CC3(Cl)Cl)CC2)cc1 (stereo unspecified)
    -2	-4	-6	-8	-4	1	2	-0.5	1
N=C1SCC(=O)N1c1ccc(Cl)cc1
    1	10	-4	13	-2	0.9	-5	0.4	1
CCOC(=O)COc1cc(N2C(=O)CSCC2=O)c(Cl)cc1Cl
    2	-1	-7	-4	-1	1	-2	-0.4	1
CC(CC#CCN1CCOCC1)OCCC#N (stereo unspecified)
    0	-3	1	1	-4	1	-3	-6.1	1
C/C=C(\C)CN1CCN(c2ccccc2F)CC1
    0	-14	-6	-8	-4	1.1	-2	-1.2	1
CCC1(c2ccccc2)NC(=O)N(CC(=O)Nc2ccc(N3CCOCC3)cc2)C1=O (stereo unspecified)
    2	-6	2	0	-10	1.1	1	-1.5	1.1
Cc1cc(C(=O)COC(=O)C2=NNC(=O)CC2)c(C)n1-c1ccccc1
    2	23	2	-3	0	0.77	0	-2.0	1
CCOc1ccccc1-n1c(SCC(=O)Nc2nccs2)nnc1-c1ccoc1C
    1	18	2	-3	-3	0.82	-3	-2.9	1
Cc1nc2sc(C(c3ccco3)N3CCC(Cc4ccccc4)CC3)c(O)n2n1 (stereo unspecified)
    2	-24	-4	-9	8	1.2	-4	0.4	0.92
COc1ccc(N(CC(=O)Nc2cccc(C(C)=O)c2)S(=O)(=O)c2ccc(NC(C)=O)cc2)cc1
    -9	5	-6	-7	-11	0.95	0	0.4	1.1
COc1ccc(CN2CCN(C(=O)C3CCC(CNS(=O)(=O)c4ccc(C)cc4)CC3)CC2)c(OC)c1OC (stereo unspecified)
    -2	-2	1	-3	1	1	-1	1.1	0.99
COc1ccc(CCc2nnc(CCC(=O)N(C)Cc3ccnc4ccccc34)o2)cc1
    0	4	1	-2	4	0.96	0	79*	0.95
CCOc1ccc(NC(=O)CSc2ccc3nnc(-c4cccnc4)n3n2)cc1
    2	-13	-2	-5	2	1.1	-2	1.4	0.98
S=c1[nH]c2ccccc2n1Cc1ccccc1
    3	-43	-2	50*	-11	1.4	-2	-1.6	1.1
O=C1NCCC/C1=N/Nc1ccc(F)cc1
    -1	5	-4	-9	2	0.95	1	.	0.98
O=C(CSCCO)Nc1nccs1
    0	1	-1	-4	14	0.99	0	-2.8	0.86

# In another format: entries from further up
Structure,NR3A LBD binder,hIAP block,A3A deaminase,APOBEC3G inh,mIAP inh,hIAP activ,beta cell repl,MPTP block,mIAP activ
CCOc1ccccc1-n1c(SCC(=O)Nc2nccs2)nnc1-c1ccoc1C,1,18,2,-3,-3,0.82,-3,-2.9,1
Cc1nc2sc(C(c3ccco3)N3CCC(Cc4ccccc4)CC3)c(O)n2n1 (stereo unspecified),2,-24,-4,-9,8,1.2,-4,0.4,0.92

# Going on with the list:
# Fields – NR3A LBD binder	hIAP block	A3A deaminase	APOBEC3G inh	mIAP inh	hIAP activ	beta cell repl	MPTP block	mIAP activ
CCN(Cc1nc(-c2cccc(Cl)c2)no1)CC1CCCO1 (stereo unspecified)
    1	0	3	-2	14	1	0	1.7	0.86
CCN1C(=O)[C@H]2[C@@H](c3ccc(-c4ccc(F)cc4)c(OC)c3)N3CCC[C@@]3(C(=O)OC)[C@H]2C1=O
    -2	5	2	-2	10	0.95	-5	0.2	0.91
CC(=O)Nc1ccc(NC(=O)CNC(=O)c2cccc(C)c2)cc1
    -2	-7	-4	-11	-6	1.1	0	0.0	1.1
O=S(=O)(NCc1ccc2c(c1)OCO2)c1ccc(Cl)s1
    -1	-18	-1	-3	0	1.2	0	1.3	1
CCOC(=O)C1=C(COC(=O)COc2ccccc2OCC)NC(=O)NC1C (stereo unspecified)
    -2	14	-3	-6	5	0.86	6	-2.2	0.95
CCN1CCc2nc3ccccc3c(C(=O)Nc3ccc(NC(C)=O)cc3)c2C1
    -2	-2	11	3	8	1	-1	1.0	0.92
Cc1cc(OCc2cc(C(=O)N3CCC(Oc4cccnc4)CC3)no2)cc(C)c1Cl
    -13	7	-2	-4	4	0.93	-7	69*	0.95
CCC(C)c1ccc(NC(=S)NCc2cccnc2)cc1 (stereo unspecified)
    -17	1	1	2	3	0.99	0	16	0.97
CC1CCc2c(C(=O)NCCN3CCOCC3)csc2C1 (stereo unspecified)
    .	-5	-5	-6	-7	1.1	1	-0.1	1.1
COc1ccc(N2C(=O)N3[C@@H]4c5ccccc5OC[C@@H]4[C@@H](c4ccccc4)[C@@]3(C)C2=O)cc1
    -1	10	-3	-6	-16	0.9	-3	1.7	1.2
COC(=O)c1cc(S(=O)(=O)N2CCN(C3CCCCC3)CC2)c[nH]1
    -2	3	-4	-11	-15	0.97	-3	1.6	1.2
Cn1c(C(=O)NCc2cccnc2)cc2sccc21
    0	-2	1	1	0	1	-2	-1.1	1
FC(F)(F)c1cc(-c2ccco2)nc(NCc2cccs2)n1
    -5	0	1	-2	4	1	-4	2.4	0.95
CCN(CCCNC(=O)C1CCN(S(=O)(=O)N2CCOCC2)CC1)c1cccc(C)c1
    1	-6	-4	-2	-4	1.1	1	-1.4	1
CCOc1ccc(CN2CCCC(CNC(=O)c3ccc(F)cc3)C2)cc1CO (stereo unspecified)
    -1	-12	4	0	-2	1.1	1	0.0	1
CC1CN(C(=O)CCn2c(=O)oc3ccccc32)CC(C)O1 (stereo unspecified)
    0	11	2	1	14	0.89	-2	-1.2	0.86
CCOc1ccc2nc(NC(=O)CN3CCOCC3)sc2c1
    1	-18	-6	-11	-17	1.2	-3	0.4	1.2
COc1cc(-c2ccccc2)nc(N)n1
    -1	14	3	-1	6	0.86	2	-1.5	0.94
CCCCN(CCCNC(=O)C1CCN(S(=O)(=O)N2CCOCC2)CC1)c1ccccc1
    -1	-16	-7	1	-17	1.2	-2	0.1	1.2
COc1ccc2cc(C(=O)/C=C/c3cc(OC)c(OC)c(OC)c3)ccc2c1
    -2	21	-3	-6	9	0.79	-4	1.4	0.91
CN(C)CCNC(=O)c1cc2c(s1)-c1ccccc1OC2
    0	-8	3	0	4	1.1	-2	60*	0.96
NS(=O)(=O)c1ccc(NC(=O)CSc2nc3c(c(=O)[nH]2)CCCC3)cc1
    1	14	-2	-9	1	0.86	-1	-2.7	0.99
COc1cccc(NC(=O)CN2C(=O)NC(CCc3ccccc3)C2=O)c1 (stereo unspecified)
    1	-16	-3	-3	1	1.2	-4	-1.7	0.99
CC(OC(=O)Cn1cnc2c1c(=O)n(C)c(=O)n2C)C(=O)NC(C)c1ccc(Cl)cc1Cl (stereo unspecified)
    1	-5	1	0	-1	1	-2	2.3	1
CCOc1ccc(NC(=S)N2CCn3c(nc4ccccc43)C2)cc1
    .	1	-1	0	3	0.99	0	.	0.97
CC(C)CNC(=S)NC1CC2CCC(C1)N2Cc1ccccc1 (stereo unspecified)
    -1	-3	-1	-1	-26	1	0	-0.8	1.3
CCOC(=O)c1cc(C(=O)OCC)cc(-n2cc(O)c(C(=O)OCC)n2)c1
    -1	0	-6	-5	-3	1	1	-2.4	1
COc1ccc(OCC#CCNC(C)(C)C)cc1
    -3	9	-1	-1	-4	0.91	2	1.1	1
COc1ccc(-c2cn3ccc(C)cc3n2)cc1
    1	-3	4	2	0	1	-6	-1.3	1
COCCCNC(=O)c1ccccc1Oc1ccccc1
    -4	-18	-3	-8	0	1.2	0	-2.4	1
CCc1ccc(C(=O)C(C)OC(=O)CNS(=O)(=O)c2ccc(C)cc2)cc1 (stereo unspecified)
    -2	-15	-3	0	-1	1.2	1	-0.3	1
COc1cc(OC)c(OC)cc1CN1CCN(Cc2ccc(C(F)(F)F)cc2)CC1
    1	-1	1	-7	1	1	-2	0.9	0.99
CN(C)c1ccc(C(C(=O)NCC2CCCO2)N(Cc2ccco2)C(=O)c2snc(C(N)=O)c2N)cc1 (stereo unspecified)
    0	4	-5	-7	12	0.96	7	-0.7	0.88
Cc1cc(NC(=O)CN2CCN(Cc3ccccc3)CC2)nc2c1c(=O)oc1ccccc12
    .	8	2	-8	5	0.92	-5	.	0.95

# High-throughput results (PubChem BioAssay)
